Assay outcomes deposited in PubChem BioAssay by several laboratories.
BoNT-F LC inh = BoNT/F light chain protease inhibitors, primary screen, biochemical, flow cytometry, MLPCN library. Botulinum neurotoxin type F light chain protease (Clostridium botulinum). Multiplex microsphere protease cleavage assay. inhibition, % at 10 µM. 360,000 compounds, 0.22% hits. AID 588497, 2011; in the data active = inhibition above about 35%, passing the limit was not always enough; inconclusive = no clear call, values can overlap the other calls; note: plate controls were buffer without enzyme for full effect and enzyme alone for no effect
Anthrax LF prot = Bacillus anthracis LF protease inhibitors, primary screen, biochemical, multiplex microsphere, MLPCN library; AID 588501, 2011; 360,000 compounds, 0.12% hits; Lethal factor (Bacillus anthracis), P15917; inhibition, % at 10 µM; multiplex microsphere protease cleavage assay; note: plate controls were buffer without enzyme for full effect and enzyme alone for no effect
FadD28 FP inh = inhibitors of FadD28 bisubstrate probe binding, primary screen, biochemical, fluorescence polarization, single point; Mycobacterium tuberculosis FadD28 fatty-acid-AMP ligase; inhibition, % at 12.5 µM; 360,000 compounds, 0.22% hits; in the data active = inhibition above about 8.5%, passing the limit was not always enough; inconclusive = no clear call, values can overlap the other calls
CCHF vOTU inh = CCHFV vOTU protease inhibitors, primary screen, biochemical, Pep-AMC substrate, fluorescence | Crimean-Congo hemorrhagic fever virus L polyprotein viral ovarian tumor (vOTU) protease … | inhibition, % at 11.5 µM | 370,000 compounds, 0.55% hits; in the data active = inhibition above about 30%; note: 0% = vehicle wells with enzyme and 100% = no enzyme wells
BoNT A protease = BoNT/A light chain protease inhibitors, primary screen, biochemical, flow cytometry, MLPCN library; Botulinum neurotoxin type A light chain protease (Clostridium botulinum A str. ATCC 3502); multiplex microsphere protease substrate cleavage; inhibition, % at 10 µM; 360,000 compounds, 0.17% hits; AID 588499, 2011; note: plate controls were buffer without enzyme for full effect and enzyme alone for no effect
PrPC TRFRET = inhibitors of human cell surface prion protein PrPC, primary screen, cell-based, TR-FRET; Major prion protein (Homo sapiens), P04156; TR-FRET read-out; inhibition, % at 13.8 µM; 370,000 compounds, 0.43% hits; AID 720596, 2013; in the data active = inhibition above about 24%; note: 0% = median of the test wells and 100% = reference compound wells
TcdB GH inh = TcdB glycohydrolase inhibitors, primary screen, biochemical, single point, plate reader; inhibition, % at 9.99 µM; TcdB glycohydrolase enzymatic assay; AID 652162, 2013; 350,000 compounds, 0.24% hits; in the data active = inhibition above about 10%
PfHsp40 rescue = rescue of yeast from PfHsp40 toxicity, primary screen, S. cerevisiae, ATP luminescence; S. cerevisiae expressing PfHsp40, growth rescue; growth rescue, % at 12.5 µM; 340,000 compounds, 0.68% hits; in the data active = growth rescue above about 28%, passing the limit was not always enough; inconclusive = no clear call, values can overlap the other calls;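 note: yeast W303a lacking pdr1 and pdr3 grown in galactose medium; growth measured after three days at 30 °C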
Yp Topo-I inh = Yersinia pestis topoisomerase I inhibitors, primary screen, biochemical, cleavage product accumulation, plate reader, single point | Y. pestis Topo-I cleavage product accumulation | activity, % at 10 µM | AID 504884, 2011 | 360,000 compounds, 0.064% hits | DNA topoisomerase I (Yersinia pestis CO92); in the data active = activity above about 50%, passing the limit was not always enough; inconclusive = no clear call, values can overlap the other calls; note: inactives centre near 2
An asterisk follows results filed as active; ? = inconclusive; . = no result given. Cut-off read from the data, not from the text of the source, unless noted: active = inhibition above about 30%; inconclusive = no clear call, values can overlap the other calls; inactive = below that.

SMILES | BoNT-F LC inh | Anthrax LF prot | FadD28 FP inh | CCHF vOTU inh | BoNT A protease | PrPC TRFRET | TcdB GH inh | PfHsp40 rescue | Yp Topo-I inh
CC(C)NS(=O)(=O)c1ccc(OCC(=O)N(C)Cc2ccccc2)cc1 | 4.5 | 2.1 | -0.1 | -5.8 | 0.5 | -4.1 | . | 0.5 | 10.3
CCOC(=O)C1(CCCc2ccccc2)CCN(Cc2cnn(C)c2)CC1 | 6.7 | 2.5 | -1.0 | -2.1 | -0.3 | 3.0 | 1.6 | -1.4 | -1.5
O=C(COC(=O)COc1ccccc1[N+](=O)[O-])NC1CCCCC1 | -4.0 | -0.9 | . | -0.8 | -2.5 | -2.3 | 0.7 | -0.6 | 6.2
O=C1C(Cc2ccccc2)Nc2ncnc(N3CCN(c4ccccc4)CC3)c2N1Cc1ccccc1 (stereo not given) | -27.5 | -10.7 | -0.1 | 6.3 | -0.6 | 2.0 | 0.8 | 8.5 | 14.1
COc1ccc(N2CCN(C(=O)CNC(=O)c3ccc(C(C)(C)C)cc3)CC2)cc1 | 14.7 | 1.3 | -1.6 | 5.9 | 0.6 | 3.9 | . | -0.6 | 24.5
Cn1nc(CC#N)c2c(=N)n(N)cnc21 | -2.6 | 1.3 | -0.9 | -12.4 | -0.2 | 8.4 | -0.4 | -1.8 | 1.2
COc1ccc(C2=NOC(Cn3nc(-c4ccccc4)cc3C(=O)NCc3cccc(Br)c3)C2)cc1 (stereo not given) | -3.2 | -7.4 | -2.2 | 20.8 | -0.7 | -3.2 | -1.2 | 1.3 | 8.9
CCCCN(C(=O)c1ccc(S(=O)(=O)N2CCOCC2)cc1)C1CCS(=O)(=O)C1 (stereo not given) | -13.5 | 0.4 | -1.7 | -0.1 | -0.5 | 7.2 | 0.7 | -0.8 | 1.1
CSc1ccc(Cc2ccc(Cl)cc2Cl)nn1 | -28.3 | -17.1 | -3.0 | 5.8 | -2.2 | -1.1 | . | 1.2 | -7.1
COCCN1CCN(Cc2cn(C)nc2-c2cccc(Cl)c2)CC1 | 3.8 | -5.1 | -1.9 | -10.9 | -0.9 | -3.6 | 0.7 | 0.4 | 0.1
O=C(O)/C=C/c1cn(-c2ccccc2)nc1-c1ccc(-c2ccc([N+](=O)[O-])cc2)o1 | -6.0 | 9.4 | -1.1 | -4.3 | 11.0 | -1.2 | 0.0 | -0.6 | 3.5
CN(C)c1ccccc1 | 0.1 | -5.7 | -2.7 | 15.1 | -0.3 | 5.3 | 1.1 | . | 1.6
C[C@@H](C(=O)NCc1ccc(S(C)(=O)=O)cc1)[C@@H]1C[C@@]1(C)[C@@H](NC(=O)OCc1ccccc1)c1ccccc1 | -4.4 | -2.5 | -3.8 | 0.9 | -0.1 | -7.3 | 0.3 | 1.1 | 30.1
CN1/C(=C\C(=O)c2cccs2)Sc2ccccc21 | 6.9 | 5.8 | -2.0 | -2.6 | 6.8 | -20.7 | . | 0.5 | -2.8
O=C(Cn1c2[n+](c3ccc(C(F)(F)F)cc31)CCCCC2)Nc1c(F)cccc1F | -2.2 | 0.1 | 4.2 | -18.6 | 0.0 | -1.1 | 0.5 | -0.7 | 2.5
O=[N+]([O-])c1ccc(N2CCN(S(=O)(=O)c3ccc(Cl)c(Cl)c3)CC2)cc1NCCN1CCOCC1 | -0.8 | -2.2 | -1.8 | -9.8 | 0.0 | -3.8 | 0.7 | -0.1 | -1.0
Cn1nccc1NC(=O)Nc1cccc([N+](=O)[O-])c1 | 2.0 | -0.7 | -0.7 | -6.5 | 0.1 | 1.2 | 0.7 | -0.8 | -0.4
COc1ccc(N2CCN(C(=O)c3ccc(C)c(NC(=O)c4ccco4)c3)CC2)cc1 | -7.0 | -4.2 | -1.8 | -2.5 | 0.4 | -5.3 | 0.7 | -0.7 | 21.9
CC(=O)N1c2ccc(S(=O)(=O)NCC3CCC(C(=O)NC4CCCCC4C)CC3)cc2CC1C (stereo not given) | -16.8 | -5.6 | -3.0 | -2.0 | -10.1 | -4.6 | 4.2 | 0.9 | 6.9
CCOC(=O)CNC(=O)CSc1nnc(NC(=O)c2ccc3c(c2)OCO3)s1 | -13.1 | -2.4 | -3.3 | -5.4 | -2.4 | -6.8 | 0.3 | -1.3 | 5.5
Clc1ccc(Cn2c(-c3cccnc3Cl)nc3ccccc32)cc1 | -0.3 | -3.1 | -0.9 | -18.9 | 1.2 | -1.3 | . | 0.3 | 6.5
CCCn1c(N)c(N(C)C)c(=O)n(CC(=O)Nc2ccc(OC(F)(F)F)cc2)c1=O | 3.9 | 0.8 | -3.8 | 8.4 | -0.2 | -3.1 | . | 1.4 | -7.0
O=Cc1ccc(OC(=O)c2cc(Cl)nc3ccccc23)cc1 | 2.4 | -1.0 | -1.2 | 17.0 | -0.3 | 6.2 | 0.6 | 0.9 | -6.5
CC(=O)Nc1ccc(NS(=O)(=O)c2ccc3c(c2)oc(=O)n3C)cc1 | ? | 4.1 | -2.7 | -2.1 | 0.3 | 5.6 | -0.4 | 3.0 | -2.2
O=C(Nc1ccc2c(c1)OCCO2)c1cccc2nc3ccccc3nc12 | -6.6 | -1.1 | 0.4 | 2.0 | -1.3 | -2.5 | . | -1.0 | 5.6
CCOC(=O)c1ccc(NC(=O)COc2ccc(S(=O)(=O)NC(C)CC)cc2)cc1 (stereo not given) | -5.1 | -1.3 | -0.3 | 0.6 | -1.6 | 7.0 | . | -1.8 | 28.9
O=C(Nc1ccccc1)C1CCCN(C(=O)c2ccc(F)cc2)C1 (stereo not given) | -0.1 | -1.7 | . | 6.6 | 2.8 | -4.0 | 0.9 | -0.6 | 6.5
NC(=O)NC[C@@H]1CC[C@@H](Cc2ccc(-c3ccccc3)cc2)O1 | -5.4 | -1.3 | -4.1 | . | -0.1 | . | . | 0.5 | 17.8
COc1cc(OC)cc(C(=O)OCC(=O)Nc2ccc3[nH]c(=O)[nH]c3c2)c1 | 1.8 | -1.0 | -5.8 | -3.4 | -0.8 | 2.2 | -0.1 | -0.4 | -2.8
CCOc1ccc(CCNC(=O)CCNC(=O)c2ccccc2Cl)cc1OCC | -0.2 | 0.4 | -0.8 | 7.0 | 1.9 | 2.3 | 0.5 | 0.9 | 4.8
CC(C)CCN(C)C1CCN(C(=O)Nc2c(F)cccc2F)CC1 | -1.4 | 0.9 | 0.3 | 12.6 | 0.6 | 4.1 | 0.5 | -0.1 | -1.0
COc1ccc(S(=O)(=O)N2CCCCCC2)cc1NC(C)C(=O)Nc1ccc(NC(C)=O)cc1 (stereo not given) | -1.3 | -2.0 | -2.0 | 6.0 | 0.2 | 5.5 | 2.1 | 1.0 | -4.8
CCC(=O)N1CCc2cc(Br)cc(S(=O)(=O)N3CCCCCC3)c21 | -3.1 | -3.0 | -4.8 | 18.6 | 0.4 | 4.7 | . | 3.8 | 0.3
CC1(C)CC2CC(C)(CN2C(=O)NC(=O)c2ccccc2)C1 (stereo not given) | 6.3 | 6.9 | -2.6 | 13.4 | -1.0 | -1.7 | 1.8 | -1.2 | -3.3
CCOC(=O)N1CCN(c2cc(=O)n(C)c(=O)n2C)CC1 | 1.0 | -1.3 | -3.3 | -14.1 | 0.1 | -6.9 | 1.0 | -2.6 | 6.3
Oc1ccc(CCNc2ncnc3ccc(Cl)cc23)cc1 | -0.4 | -1.8 | -3.6 | 1.2 | 0.5 | 36.2* | 11.5* | -1.4 | -3.6
COCCn1nnnc1C(c1cc2cc(C)ccc2[nH]c1=O)N1CCc2ccccc21 (stereo not given) | 17.0 | 5.0 | -1.8 | -6.3 | 5.2 | -5.8 | . | 2.0 | 5.1
COc1ccc(NC(=O)N(C)C[C@@H]2OCc3ccccc3-c3c(n(C)c4ccccc34)C(=O)N([C@H](C)CO)C[C@H]2C)c(OC)c1 | -7.0 | -3.0 | -0.8 | 3.3 | -0.2 | -3.6 | -2.1 | . | ?
O=C(NC1CCCc2ccccc21)c1cccc(Br)c1 (stereo not given) | -7.6 | -2.8 | 0.7 | -7.9 | -1.1 | 11.2 | 0.8 | 3.3 | 6.5
Cc1ccc(C2=NO[C@@](CC(=O)O)(C(=O)Nc3ccc4c(c3)OCCO4)C2)cc1 | -15.6 | -16.1 | 0.2 | -8.3 | -5.0 | -0.1 | -0.4 | -0.2 | 2.8

Continued, overlapping the part above by 3 compounds.
SMILES | BoNT-F LC inh | Anthrax LF prot | FadD28 FP inh | CCHF vOTU inh | BoNT A protease | PrPC TRFRET | TcdB GH inh | PfHsp40 rescue | Yp Topo-I inh
COc1ccc(NC(=O)N(C)C[C@@H]2OCc3ccccc3-c3c(n(C)c4ccccc34)C(=O)N([C@H](C)CO)C[C@H]2C)c(OC)c1 | -7.0 | -3.0 | -0.8 | 3.3 | -0.2 | -3.6 | -2.1 | . | ?
O=C(NC1CCCc2ccccc21)c1cccc(Br)c1 (stereo not given) | -7.6 | -2.8 | 0.7 | -7.9 | -1.1 | 11.2 | 0.8 | 3.3 | 6.5
Cc1ccc(C2=NO[C@@](CC(=O)O)(C(=O)Nc3ccc4c(c3)OCCO4)C2)cc1 | -15.6 | -16.1 | 0.2 | -8.3 | -5.0 | -0.1 | -0.4 | -0.2 | 2.8
COC(=O)c1ccc2c(=O)n(Cc3ccc(C(=O)NCCCN4CCC(C)CC4)cc3)c(=S)[nH]c2c1 | -3.3 | 0.0 | -2.6 | 1.0 | -0.4 | -6.5 | 1.4 | 0.4 | 21.7
COc1ccc(-n2ccnc(SCC(=O)NC3CCCC3)c2=O)cc1OC | 3.1 | 4.1 | -0.1 | 0.6 | 1.1 | -25.7 | 3.0 | -0.6 | 13.6
COc1ccc(OC)c(COC(=O)c2cc([N+](=O)[O-])ccc2N2CCOCC2)c1 | -0.4 | -3.5 | -0.7 | 17.2 | 0.7 | -13.6 | 0.3 | 0.6 | 16.3
O=C(OCCN1CCN(c2ncc(C(F)(F)F)cc2Cl)CC1)c1ccc(F)cc1 | -0.9 | -3.1 | -2.6 | 11.8 | -0.5 | -0.3 | . | 1.3 | 34.9
COc1ccc(OCCCC(=O)Nc2cccc(SC)c2)cc1 | -6.2 | -1.3 | 2.4 | 9.9 | 0.0 | 12.7 | -0.7 | 1.7 | 16.2
Cc1cccc(NC(=O)NCCN2CCCCC2)c1 | -21.6 | 7.1 | -4.5 | 3.3 | -0.9 | 2.3 | -2.2 | 1.2 | 0.3
CN(C)c1ccc(NC(=O)Nc2ccc3c(c2)c(=O)n(C)n3Cc2ccccc2)cc1 | -46.5 | -12.3 | -3.6 | -3.9 | 0.1 | 3.9 | -14.2 | . | -1.5
COc1ccccc1NC(=O)c1ccc(NC(=O)CSc2n[nH]c(N)n2)cc1 | 0.9 | -1.8 | -4.6 | -0.5 | -0.2 | 4.6 | 1.6 | -1.3 | -7.1
CC(=O)N1CCc2c(sc(NC(=O)Cc3ccc(F)cc3)c2C#N)C1 | 6.4 | -1.1 | -2.3 | -0.5 | 1.9 | -1.1 | 1.1 | 0.5 | 0.1
COc1cc(N(C(=O)Cc2cccs2)C(C(=O)NC2CCCCC2)c2ccc(C)cc2)ccc1-n1cnnn1 (stereo not given) | -2.0 | -0.4 | -1.1 | 10.2 | 0.4 | 2.1 | . | -0.5 | 1.2
c1ccc(Nc2ncnc3sc4c(c23)CCC4)cc1 | -3.5 | 1.6 | -0.8 | 14.8 | -1.0 | 5.8 | . | 0.4 | -10.4
Cc1ccn(-c2ccc(NC(=O)c3cccs3)cc2)n1 | -4.2 | -1.8 | -1.2 | 8.9 | 0.8 | -1.6 | -1.0 | -1.2 | -1.3
Oc1ccc(CNc2ccccc2)c2cccnc12 | -29.5 | -9.7 | -0.3 | . | -2.8 | . | . | -0.5 | 6.8
